TEAD-YAP block = TEAD-YAP interaction inhibition. HEK-TIYL cells, TEAD-Gal4/YAP UAS-luciferase luminescence. inhibition, % at 9.12 µM. 640,000 tested, 1.4% active. AID 1259422; in the data active = inhibition above about 32%;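 also: 0% = median of test compound wells and 100% = reference inhibitor wells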
FBW7 activator = human FBW7 E3 ligase activation, primary screen. normalized activity (activation), % at 26.1 µM. Q969H0. AlphaScreen FBW7–phospho-cyclin E peptide binding, activator screen. 650,000 tested, 0.13% active; in the data active = normalized activity above about 1.9%;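 also: purified mutant Fbw7 with reduced substrate affinity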
Target sequence (Q969H0 whole entry, looked up): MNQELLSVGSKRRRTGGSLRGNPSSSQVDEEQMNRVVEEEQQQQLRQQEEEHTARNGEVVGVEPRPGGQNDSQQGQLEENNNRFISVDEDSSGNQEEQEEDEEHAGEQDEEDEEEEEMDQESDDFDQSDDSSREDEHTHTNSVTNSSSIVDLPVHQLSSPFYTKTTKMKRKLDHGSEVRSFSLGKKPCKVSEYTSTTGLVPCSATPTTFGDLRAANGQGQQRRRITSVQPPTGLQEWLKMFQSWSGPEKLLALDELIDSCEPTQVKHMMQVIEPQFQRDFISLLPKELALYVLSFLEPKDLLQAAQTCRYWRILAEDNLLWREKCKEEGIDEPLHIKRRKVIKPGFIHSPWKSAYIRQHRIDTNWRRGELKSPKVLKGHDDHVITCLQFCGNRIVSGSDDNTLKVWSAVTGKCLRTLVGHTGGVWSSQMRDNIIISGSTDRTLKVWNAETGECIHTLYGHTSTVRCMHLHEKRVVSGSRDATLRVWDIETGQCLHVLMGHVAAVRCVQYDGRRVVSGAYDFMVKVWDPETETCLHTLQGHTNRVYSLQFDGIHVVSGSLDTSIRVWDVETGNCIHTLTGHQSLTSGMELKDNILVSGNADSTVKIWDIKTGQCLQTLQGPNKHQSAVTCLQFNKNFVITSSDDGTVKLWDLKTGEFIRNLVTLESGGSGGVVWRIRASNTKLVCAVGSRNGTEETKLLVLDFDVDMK
MITF inh = blocks human microphthalmia-associated transcription factor | O75030 | AlphaScreen MITF homodimerization, bead proximity signal | inhibition, % at 2.6 µM | 650,000 tested, 0.91% active; in the data active = inhibition above about 50%;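 also: 0% = vehicle wells with protein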
GPR151 activ = human GPR151 activation | Q8TDV0 | PathHunter beta-arrestin GPR151 cells, luminescence | activation, % at 11.2 µM | 650,000 tested, 1% active; in the data active = activation above about 4.9%;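 also: 0% = median of compound wells and 100% = cells with positive control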
* hit, by the source's call; . = not tested or not shown; & = joins results of further samples. Not a hit list; overall some 3.5% were active at least once.

SMILES | TEAD-YAP block | FBW7 activator | MITF inh | GPR151 activ
CS(=O)(=O)NCCNc1ncnc2sc3c(c12)CCCC3 | -3 | 0.0 | 0 | -0.6
COc1ccccc1NCC(O)Cn1c2ccccc2c2ccccc21 (centres undefined) | -12 | -0.2 | -5 | -0.9
CN(C)c1ccc(NC2=CC(=O)N(Cc3ccco3)C2=O)cc1 | -1 | -0.4 | 37 | 5.1*
CCOC(=O)Cn1cnc2c(nnn2-c2ccc(F)cc2)c1=O | 0 | 0.5 | 1 | 1.7
Cc1cc(C)cc(NC(=O)CN2CCC(n3nnc4cc(F)ccc43)CC2)c1 | 2 | 0.2 | 18 | -0.3
COc1ccc(C(=O)Nc2ccc(N3CCC(N(C)Cc4ccon4)CC3)cc2)cc1 | 1 | 0.0 | 6 | 0.1
CCOC(=O)C(C)(C)N(Cc1cccc(C)c1)S(=O)(=O)c1cccc([N+](=O)[O-])c1 | -4 | -0.1 | 1 | -1.7
COc1ccc(N(C)C(=O)CNC(=O)c2nn(-c3ccc(OC)cc3OC)c(=O)c3ccccc23)cc1 | 2 | 0.1 | 10 | -1.4
Cc1nc2ccc(N=NC3=C(O)CC(C)(C)CC3=O)cc2s1 | -56 | 0.0 | 1 | 3.2
CC(=O)Nc1ccc(C(=O)Nc2ccc(S(=O)(=O)NCC3CCCO3)cc2)cc1 (centres undefined) | 2 | 0.0 | 11 | 3.5
CC(=O)c1ccc(OCC(C)C)c(CN2CCCCC2)c1 | -15 | 0.4 | 9 | -0.3
Cc1c(C(=O)O)c(C(=O)O)nc2ccc(N3CCOCC3)cc12 | 1 | 0.0 | 1 | 1.7
Clc1ccc2ncnc(-c3ccccc3)c2c1 | -4 | -0.1 | -6 | -0.3
CCCCOc1ccc(C2=N/C(=C\c3ccc(C(C)C)cc3)C(=O)O2)cc1 | 1 | 0.2 | -4 | 0.3
FC(F)(F)c1ccccc1CN1CCC(N2CCCCC2)CC1 | 19 | -0.1 | -6 | 1.0
CCCCCCn1c(CN2CCCCC2)nc2c1c(=O)n(C)c(=O)n2C | -11 | 0.0 | 13 | -0.7
CCCNC(=O)CN1C(=O)NC(C)(c2ccc(OC(F)F)cc2)C1=O (centres undefined) | 3 | -0.1 | 4 | 1.9
O=C(Nc1ccccc1C(F)(F)F)c1cc2nc(-c3ccc4c(c3)OCO4)cc(C(F)(F)F)n2n1 | -14 | 0.2 | 21 | -2.4
Cc1cc(SCC(=O)c2ccc([N+](=O)[O-])cc2)nc(=O)[nH]1 | -7 | -0.2 | 11 | -7.2
O=C(Cc1c(O)c2ccccc2[nH]c1=O)NCCc1ccccc1 | 9 | -0.1 | 6 | -0.8
O=C(N/N=C/C=C/c1ccco1)c1cccc(F)c1 | -29 | -0.1 | -2 | 0.8
Cc1ccc(S(=O)(=O)N2CCCC(c3nnc(COc4ccccc4)o3)C2)c(C)c1 (centres undefined) | 8 | 1.0 | 27 | -1.8
COc1ccccc1N=C(C)C1=C(O)COC1=O | 6 | -0.1 | -2 | 1.4
Fc1ccc(-c2noc(C3CCCNC3)n2)cc1 (centres undefined) | -67 | 0.0 | -2 | -4.5
CSc1nnc(C)c(=O)n1COC(=O)c1cccc(F)c1 | 2 | -0.4 | 6 | -1.7

(list continues)
SMILES | TEAD-YAP block | FBW7 activator | MITF inh | GPR151 activ
COc1ccc(C(=O)Nn2c(-c3ccccc3F)nc3ccccc3c2=O)c(OC)c1 | 3 | 0.0 | 11 | 0.3
CCOc1ccccc1/C=N/n1nnnc1N | 6 | 0.0 | 9 | -0.2
O=c1ccc2ccc(OCc3cc([N+](=O)[O-])cc4c3OCOC4)cc2o1 | -9 | 0.1 | -10 | -0.5
Cc1ccc(OC(C)C(=O)NCc2ccc3c(c2)OCO3)cc1C (centres undefined) | -8 | 0.2 | 5 | -0.6
CCn1c(-c2c[nH]c3ccccc23)n[nH]c1=S | 6 | 0.1 | 12 | -0.9
Cc1cnn(C(=O)c2cc3ccccc3oc2=O)c1 | 3 | -0.2 | -15 | -0.4
Cc1nc(NCCO)c2nnn(Cc3ccccc3)c2n1 | 0 | 0.2 | 9 | -0.8
Cc1nc(SCC(=O)O)cc(-c2ccccc2)n1 | -5 | 0.2 | -14 | 5.0*
O=S(=O)(NCC1CCCN(C2CSCCSC2)C1)c1cccc2cccnc12 (centres undefined) | 3 | 0.0 | 7 | -0.6
O=C(O)Cc1ccc(S(=O)(=O)N2CCCC2)s1 | -2 | -0.2 | 7 | -0.1
CCN1CCN(C(=O)c2cccc(OC3CCN(S(C)(=O)=O)CC3)c2)[C@@H](C)C1=O | 3 | 0.2 | 4 | 1.3
COc1cc([N+](=O)[O-])ccc1N=Cc1c(C)[nH]n(-c2ccccc2C)c1=O | -1 | -0.3 | 0 | 3.7
O=C(CSc1nc2ccccc2c(=O)n1-c1ccc(C(=O)N2CCOCC2)cc1)c1ccc(Br)cc1 | 17 | 0.4 | 17 | -1.7
COC(=O)[C@H](c1ccccc1Cl)N1CCc2sccc2C1 | 8 | -0.1&1.0 | -10&11 | 3.1&0.4
COC(=O)c1c(NC(=O)c2ccc3c(c2)OCO3)sc(C(=O)N2CCCCC2)c1C | 0 | -0.1 | 3 | 7.5*
O=C(Nc1nnc(-c2ccco2)o1)c1cc2ccccc2oc1=O | -6 | 0.0 | -4 | -0.9
CCOC(=O)c1c(NC(=O)c2ccc(Br)cc2)sc(C(=O)Nc2ccccc2)c1C | -19 | 0.0 | 17 | -0.8
COc1cccc(S(=O)(=O)N2CCN(c3ccccc3)CC2)c1 | -5 | -0.1 | -1 | 2.9
CC(=O)Nc1ccc(NS(=O)(=O)c2ccccc2[N+](=O)[O-])cc1 | 11 | -0.2 | 0 | -1.1
Cc1cccc2c(N3CCCC3)nc(CNS(=O)(=O)c3cccc4cccnc34)nc12 | -2 | 0.0 | 6 | 0.3
CCOCN(C(=O)Cn1c(-c2ccc(OC)cc2)nc2ccccc21)c1c(C)cccc1CC | -32 | 0.0 | -3 | 1.8
Cc1ccc(N2CCN(S(=O)(=O)N(C)C)CC2)cc1Cl | 14 | 0.1 | 6 | 0.9
C=CCN(CC=C)CCOc1ccc(OC(C)C)cc1 | -19 | -0.4 | 25 | -0.8
CCCOC(=O)C1=C(C)NC2=C(C(=O)CC(c3ccccc3)C2)C1c1ccc(CC)cc1 (centres undefined) | 9 | 1.2 | 12 | 1.7
CCc1nnc(NC(=O)CN2C(=O)CC(C)(C)Sc3ccccc32)s1 | 1 | 0.1 | -1 | 0.3

Further entries
The line under a structure holds: TEAD-YAP block, FBW7 activator, MITF inh, GPR151 activ
- COc1cc(OC)c2c(C)c(CC(=O)N3CCCCC3)c(=O)oc2c1
→ 9, 0.0, -2, 1.3
- CC1CCCCC1NC(=O)CSc1nnc(CNC(=O)c2ccccc2)n1C (centres undefined)
→ 10, -0.2, 5, 0.4
- Cc1ccc(-c2cc(C(=O)N/N=C/c3cccnc3)n[nH]2)o1
→ 9, -0.2, 4, 0.7
- COc1ccc(N(CC(O)Cn2nnc3ccccc32)S(=O)(=O)c2ccccc2)cc1 (centres undefined)
→ -9, -0.1, 9, 0.7
- O=C(CSCc1ccccc1)NNC(=O)CC12CC3CC(CC(C3)C1)C2
→ -5, 0.4, 7, 0.7
- CC(=O)Nc1ccc(-n2c(/C=C/c3ccc(OC(F)F)cc3)nc3cc(Cl)ccc3c2=O)cc1
→ 6, -0.1, -3, -1.2
- O=C(NCCc1ccccc1)c1cc2ccccc2oc1=O
→ -25, 0.0, 13, 0.2
- COc1ccc(-c2nc(SCC(=O)N3CCN(c4ccccc4)CC3)n[nH]2)cc1
→ 9, 0.1, 4, -1.4
- CCNc1nc(Nc2ccccc2)c2ncn(CCN3CCCC3=O)c2n1
→ -35, -0.1, 5, 1.7
- CCCCC/C=C/C=C1/C(=O)C=C[C@@H]1C/C=C\CCCC(=O)O
→ ., ., 35&21, -0.1&1.1
- CCOC(=O)N1CCN(c2cc(=O)n(-c3ccc(OCC)cc3)c(=O)[nH]2)CC1
→ -47, -0.5, -5, 0.6
- COc1ccc(-c2noc(-c3ccc(OC)cc3)n2)cc1
→ -46, -0.1, 0, -0.1
- Cc1ccccc1Nc1nc(N)nc(CN2CCN(C)CC2)n1
→ 8, -0.1, 17, 0.8
- Cc1ccc(C)c(-n2c(CNC(=O)c3ccc([N+](=O)[O-])cc3)nnc2SCC(=O)N2N=C(c3cccs3)CC2c2ccc(F)cc2)c1 (centres undefined)
→ -4, 0.3, 12, 0.9
- COC(=O)CCCNC(=O)CC1C(=O)NCCN1Cc1ccc(-c2ccccc2)cc1 (centres undefined)
→ -14, -0.1, 3, -0.6
- CC(NC(=O)CSc1cccc[n+]1[O-])c1ccccc1 (centres undefined)
→ -5, 0.2, 15, -0.1
- CCNc1cc(NCCO)ncn1
→ 16, 0.0, 5, 0.7
- CCOc1nc(Nc2ccc(Cl)cc2)nc(NC2CCCC2)n1
→ 9, 0.0, 6, 1.9
- CCC(C)(C)C1CCC2(CC1)SCC(=O)N2c1ccc(F)cc1 (centres undefined)
→ -3, 0.6, 14, 1.3
- Cc1ccc(C2=NN(CCC(=O)NC3CCCC3)C(=O)CC2)cc1
→ -1, 0.1, -2, 0.3
- COc1cccc(OC)c1CNC(=O)CNS(=O)(=O)c1cccc(C(F)(F)F)c1
→ 14, 0.1, 9, -1.5
- O=C(NCc1cccc(Cl)c1)c1nc2c(nnn2Cc2ccccc2)c(=O)[nH]1
→ -6, 0.0, 0, 2.1
- Cn1c(=O)n(CC(=O)N2CCN(c3ccccn3)CC2)c(=O)c2ccccc21
→ 2, -0.1, -10, 0.6
- O=C(Cn1c(=O)n(Cc2ccccc2Cl)c(=O)c2cccnc21)Nc1ccccc1F
→ -1, 0.0, -1, 1.2
- Cc1ccc(N2C(=O)CC(N3CCN(c4cc(C)ccc4C)CC3)C2=O)cc1 (centres undefined)
→ 2, 0.0, -2, 1.5
- CCOc1cccc(NC(=O)/C(C#N)=C\c2ccc(OCC(=O)OC)c(OC)c2)c1
→ 6, -0.2, -13, -0.4
- CCc1ccc(C(=O)Oc2ccc(Cl)cc2)cc1
→ -11, -0.1, -12, 0.3
- CCCCOc1ccc(C(=O)Nc2nc(-c3ccc(C)c(C)c3)cs2)cc1
→ 6, 0.1, 0, 0.4
- CCOC(=O)N1CCN(C(=O)CCCn2nnnc2CN2CCC(C)CC2)CC1
→ 5, 0.0, -9, 0.3
- COc1cccc(C(=O)Nc2nc(-c3cccc([N+](=O)[O-])c3)cs2)c1
→ -10, 0.0, 19, -1.4

Going on with the list.
The line under a structure holds: TEAD-YAP block, FBW7 activator, MITF inh, GPR151 activ
- Cc1nc(NC2CC2)cc(-c2ccncc2)n1
→ -6, 0.1, 12, -0.9
- COc1ccc(OCC2c3cc(OC)c(OC)cc3CCN2C(=O)c2ccccc2C(F)(F)F)cc1 (centres undefined)
→ -7, -0.1, 1, 0.9
- CCCc1ccc(OCC(=O)NNC(=O)c2cccnc2)cc1
→ 7, 0.0, 13, 0.1
- COC(=O)NC(NC(=S)Nc1ccc([N+](=O)[O-])cc1)C(Cl)(Cl)Cl (centres undefined)
→ 9, -0.5, -8, 0.5
- CCN1CCN(CC(=O)N(C)c2ccccc2)CC1
→ -2, -0.2, 67*, 0.9
- COC(=O)C(N)CSC1CCCCO1 (centres undefined)
→ 0, 0.1, 56*, -0.6
- COC(=O)c1ccc(OCC(=O)NCc2ccco2)cc1
→ -8, 0.0, -1, 1.1
- O=C(NC1CC1)c1cccc(N2CCN(c3ccccn3)CC2)n1
→ 11, -0.1, -1, -1.0
- Cc1ccc(-c2cnn(CCO)c2)cc1
→ -31, 0.6, 17, -1.7
- O=S(=O)(c1ccc(-c2ncnc3[nH]ccc23)cc1F)N(CCO)Cc1ccco1
→ -2, 0.0, 15, 0.1
- C=CCOc1ccc(/C=C2/C=C(c3ccc(C)cc3)OC2=O)cc1
→ 0, 0.0, -3, 0.7
- CCOc1ccc(Nc2cc(C)[nH]n2)cc1
→ -13, -0.4, -7, 0.1
- O=C(CCN1C(=O)c2cccc([N+](=O)[O-])c2C1=O)NCc1ccco1
→ 5, 0.6, 22, -1.3
- O=C(Cn1cnc2c(nnn2-c2ccc(F)cc2)c1=O)N1CCOCC1
→ 5, -0.2, 9, 0.5
- COc1ccc(NC(=O)CN2CCN(CC(=O)Nc3ccccc3F)CC2)cc1Cl
→ 2, -0.1, -9, -0.7

Some of the entries so far, with each value named:
SMILES: COc1ccc(OCC2c3cc(OC)c(OC)cc3CCN2C(=O)c2ccccc2C(F)(F)F)cc1 (centres undefined)
  TEAD-YAP block: -7	FBW7 activator: -0.1	MITF inh: 1	GPR151 activ: 0.9

SMILES: CCCc1ccc(OCC(=O)NNC(=O)c2cccnc2)cc1
  TEAD-YAP block: 7	FBW7 activator: 0.0	MITF inh: 13	GPR151 activ: 0.1

SMILES: COC(=O)NC(NC(=S)Nc1ccc([N+](=O)[O-])cc1)C(Cl)(Cl)Cl (centres undefined)
  TEAD-YAP block: 9	FBW7 activator: -0.5	MITF inh: -8	GPR151 activ: 0.5

SMILES: CCN1CCN(CC(=O)N(C)c2ccccc2)CC1
  TEAD-YAP block: -2	FBW7 activator: -0.2	MITF inh: 67*	GPR151 activ: 0.9
